Source: PubChem BioAssay (The Scripps Research Institute Molecular Screening Center)
OXTR potentiate – human OXTR potentiators, primary screen, fluorescence, CHO-OTR cells, Fluo-8 calcium | Fluo-8 calcium fluorescence, potentiator mode; 0% = oxytocin EC15, 100% = EC100 | activation, % at 3 µM | hit rate 0.061% among 320,000;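 active = activation above that plate's cutoff, the mean activation of tested compounds plus 3 SD, cut at about 6.6% in these data, passing the limit was not always enough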;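 also: 100% uses oxytocin at 75 nM as the full agonist control; some results filed as inactive read as strong as hits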
Target sequence (P30559 whole entry, looked up): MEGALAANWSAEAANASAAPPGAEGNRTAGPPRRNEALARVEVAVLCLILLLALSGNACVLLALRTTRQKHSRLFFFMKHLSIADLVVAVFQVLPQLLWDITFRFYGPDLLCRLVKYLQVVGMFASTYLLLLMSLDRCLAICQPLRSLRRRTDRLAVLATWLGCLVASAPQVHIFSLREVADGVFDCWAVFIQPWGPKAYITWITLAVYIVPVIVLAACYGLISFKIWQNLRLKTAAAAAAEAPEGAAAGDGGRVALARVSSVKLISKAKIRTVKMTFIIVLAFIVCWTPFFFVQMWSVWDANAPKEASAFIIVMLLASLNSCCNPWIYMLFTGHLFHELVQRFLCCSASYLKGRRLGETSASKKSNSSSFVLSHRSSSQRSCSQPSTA
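Assay system: CHO cell line stably expressing human OTR. Reagent: EC15 oxytocin agonist. Dosing: single dose, 3.0 µM nominal final compound concentration. Timing: compound 6 min at room temperature before oxytocin, 100 s read. Signal: kinetic Fluo-8 calcium fluorescence. Controls: oxytocin EC15 low and EC100 high.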
V1R ag counter – agonists of human V1a receptor, primary screen, counter-screen for OXTR agonist project, fluorescence, CHO-V1R cells; Vasopressin V1a receptor (Homo sapiens), P37288; Fluo-8 calcium fluorescence, agonist mode; 0% DMSO, 100% 3 nM vasopressin; activation, % at 3 µM; hit rate 0.25% among 320,000;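 active = activation above the mean activation of all tested compounds plus 3 SD, per screening run, cut at about 20% in these data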;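 also: signal is peak over basal fluorescence ratio across a 100 second FLIPR read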
Target sequence (P37288 whole entry, looked up): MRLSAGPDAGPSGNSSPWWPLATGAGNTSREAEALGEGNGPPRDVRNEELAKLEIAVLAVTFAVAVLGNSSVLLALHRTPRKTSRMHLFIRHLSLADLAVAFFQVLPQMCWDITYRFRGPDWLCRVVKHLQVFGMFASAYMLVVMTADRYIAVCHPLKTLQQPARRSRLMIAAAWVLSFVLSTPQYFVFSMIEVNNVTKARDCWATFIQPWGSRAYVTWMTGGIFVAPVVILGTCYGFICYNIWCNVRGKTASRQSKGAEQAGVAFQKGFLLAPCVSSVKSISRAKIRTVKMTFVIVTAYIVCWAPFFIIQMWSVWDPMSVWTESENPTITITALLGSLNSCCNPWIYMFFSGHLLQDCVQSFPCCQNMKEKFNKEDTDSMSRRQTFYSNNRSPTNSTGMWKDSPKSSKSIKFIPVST
M1 ag parental – counter-screen for M1 agonists: effect in parental CHO-K1 cells; activation, % at 3 µM; hit rate 0.48% among 360,000; Fluo-8 calcium fluorescence; scaled to maximal ATP response, vehicle zero; AID 602248, 2012; in the data active = activation above about 15%;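 also: untransfected CHO-K1 host cells lacking M1 receptor as counterscreen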
CHO-K1 Ca antag – nonselective inhibitor or artifact in parental CHO-K1 cells. ATP-induced calcium, Fluo-8 fluorescence. inhibition, % at 3 µM. hit rate 0.6% among 360,000. AID 602250;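 active = inhibition above a per-plate cutoff, the plate's mean sample inhibition plus 3 SD, cut at about 24% in these data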;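 also: 0% = DMSO plus EC80 ATP and 100% = DMSO alone without ATP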
M1 ag – human M1 muscarinic receptor agonists, primary screen, Fluo-8 calcium fluorescence, CHO-K1 cells, HTS | Muscarinic acetylcholine receptor M1 (Homo sapiens), P11229 | CHO-K1 hM1, agonist mode; 0% DMSO, 100% acetylcholine EC100 | activation, % at 3 µM | hit rate 0.33% among 360,000;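 active = activation above the run's mean compound activation plus 3 SD, cut at about 16% in these data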;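 also: peak over basal fluorescence ratio within a 140 s kinetic read after compound addition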
TAAR1 ag – human TAAR1 agonists, primary screen, Fluo-8 calcium fluorescence, CHO RD-HGA16 cells; Trace amine-associated receptor 1 (Homo sapiens), Q96RJ0; vehicle wells 0%, saturating PEA agonist 100%; activation, % at 3 µM; hit rate 0.99% among 360,000;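 active = activation above the mean activation of all test compounds in the run plus 3 SD, cut at about 38% in these data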
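Repeats: no replicates (n 1) | Material: CHO-derived RD-HGA16 cells with stable Gα16 and human TAAR1 | Technique: Kinetic Fluo-8 calcium fluorescence | Schedule: 17-24 h seeding, 75 min 37 °C dye, 30 min RT | Evaluation: % activation from peak over basal fluorescence ratio, DMSO-to-PEA scaled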
TAAR1 antagonist – human TAAR1 antagonists, primary screen, Fluo-8 calcium fluorescence, CHO RD-HGA16 cells; antagonist; inhibition, % at 3 µM; hit rate 1.5% among 360,000; AID 624466, 2012;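 active = inhibition above a per-plate cutoff, the mean inhibition of test compounds on that plate plus 3 SD, cut at about 49% in these data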;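 also: 0% = DMSO plus EC80 beta-PEA response and 100% = DMSO alone without agonist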
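Test system: CHO RD-HGA16 cells bearing hTAAR1 | Reagent: β-PEA, EC80 | Compound dosing: 3 µM, single point | Schedule: Dye loading 75 min at 37 °C, then 30 min room temperature | Signal: Calcium fluorescence with Fluo-8 | Evaluation: Percent inhibition of PEA-evoked calcium signal, max/basal emission ratio | Control set: DMSO-only wells and EC80 β-PEA-stimulated wells | Repeats: Singlicate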
CHO parental Ca – ATP-evoked calcium signal inhibitors, parental CHO, primary screen, counter-screen for OX1R antagonist project, cell-based, fluorescence, Fluo-8 calcium dye | parental CHO-K1, ATP-induced calcium, Fluo-8 fluorescence | inhibition, % at 5.6 µM | hit rate 0.63% among 330,000 | AID 463079, 2010;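 active = inhibition above that plate's mean sample inhibition plus 3 SD, cut at about 26% in these data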;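 also: 0% = ATP-challenged DMSO wells and 100% = DMSO wells without ATP; some compounds past the cut are filed as inactive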
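Test system: untransfected parental CHO cell line; also added: ATP stimulus; dosing: 5.6 µM, single dose; signal: calcium-sensitive Fluo-8 fluorescence; measure: percent inhibition of ATP-evoked calcium rise, normalized to controls; benchmarks: low control ATP plus DMSO, high control DMSO only; replication: one well per compound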
CHO-K1 Ca PAM – nonselective calcium activators in parental CHO-K1 cells, primary screen, counter-screen for M1 PAM project, cell-based, Fluo-8 calcium fluorescence, full deck, 1536-well. activation, % at 3 µM. ATP EC20; 0% at ATP EC20, 100% at ATP max. hit rate 0.02% among 360,000;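 active = activation above the run cutoff, the mean activation of all test compounds plus 3 SD, cut at about 40% in these data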;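 also: peak over basal fluorescence ratio in a 140 s read after ATP addition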
Starred values were filed as active, the others as inactive; / = not tested or not shown.

Each structure is followed by: OXTR potentiate, V1R ag counter, M1 ag parental, CHO-K1 Ca antag, M1 ag, TAAR1 ag, TAAR1 antagonist, CHO parental Ca, CHO-K1 Ca PAM
- Cc1cc(C)c(NC(=O)CS(=O)CC(=O)NCCCc2ccccc2)c(C)c1 (configuration not stated)
  -1, 0.1, -0.6, -2, -7, 0, -11, -26, -11
- CCN1CCN(C(=O)c2ccc3c(c2)N(Cc2ccccc2F)C(=O)c2ccccc2S3(=O)=O)CC1
  -8, 0.8, 0.2, -21, -5, 2, -10, -21, 20
- O=C(NCCCn1ccnc1)Nc1ccc(Cl)c(Cl)c1
  1, -0.7, 1.7, 4, -6, 20, -2, -5, 21
- COc1ccc(-c2cc(-c3n[nH]c(=S)n3-c3cccc4ccccc34)[nH]n2)cc1
  1, 0.8, 0.4, -9, -7, 7, 1, -19, 20
- Cn1nccc1CNC(=O)c1c(Cl)cnn1C
  -5, 0.3, 0.7, -10, -4, 3, -27, -2, 19
- COc1ccc2c(c1)c1c(n2C(C)=O)C(OC(C)=O)=NCC1
  -5, -0.5, 0.0, -5, -4, 8, -14, -12, -5
- CCCc1nc2ccc(NC(C)=O)cc2c(=O)n1Cc1ccc(Cl)cc1
  -18, 4.6, 1.3, 7, 1, -2, 10, -11, 0
- COc1cc2c(cc1OC)[C@@H](NC(=O)COc1ccccc1)[C@H](OCc1ccccc1)C2
  /, /, 3.7, -18, -4, 2, 3, -3, 17
- C=CCOC(=O)/C(=C\c1ccccc1)NC(=O)c1ccc(C)cc1
  -4, -0.7, -0.2, -4, -6, 12, 8, -10, 4
- CCOC(=O)[C@H]1[C@H]2COc3ccc(Cl)cc3[C@@H]2N2C(=O)CN(Cc3ccc(Cl)cc3)C(=O)[C@@]12C
  -3, 2.2, 0.7, -12, -1, 2, -13, -25, 13
- COc1cc(CN2CCCC(C)C2)ccc1OCc1ccccc1 (configuration not stated)
  -4, 1.2, 1.0, -4, -8, 5, -13, -12, 14
- Cc1ccc(S(=O)(=O)NC(CCC(N)=O)C(=O)NCc2ccc3c(c2)OCO3)c(C)c1 (configuration not stated)
  /, /, 1.1, -12, -5, 2, -20, /, 15
- CC1=C(C(=O)N(C)C)CC(CC(=O)NCC2CCCCC2)C(=O)N1Cc1ccccc1 (configuration not stated)
  /, /, 0.2, -7, -2, 1, -11, /, 14
- O=C(Nc1cccc(NC(=O)c2ccco2)c1)c1ccc2c(c1)OCCO2
  -5, 0.0, 3.1, 6, -2, 8, 16, -18, -9
- Brc1ccccc1C1=Nn2c(nnc2-c2ccccc2)SC1
  -7, -1.0, 0.3, 18, -4, -1, 5, 0, -3
- Cc1cc[n+](CC(=O)c2cccc([N+](=O)[O-])c2)c2ccccc12
  -6, 0.1, 1.0, -7, -8, 2, -4, 8, 0
- COc1ccc2cc(S(=O)(=O)N3CCN(C)CC3)ccc2c1
  -5, 0.5, -0.3, 7, -3, -2, 15, -11, -3
- O=C(Nc1ccc(S(=O)(=O)NC2=NCCCCC2)cc1)c1ccc(=O)[nH]c1
  -11, 0.4, -0.1, 8, -4, 5, 1, -6, -8
- Cc1cccc(NC(=S)NCc2ccccn2)c1
  0, -0.3, 0.4, -10, -3, 4, 2, 1, 17
- CCOC(=O)N1CCN(c2cc(=O)n(-c3ccc(Br)cc3)c(=O)[nH]2)CC1
  1, -0.4, 0.4, -3, -3, 3, 1, -4, 15
- Cc1ccc(NC(=O)c2ccc(F)c(S(=O)(=O)N3CCOCC3)c2)cc1F
  -9, 6.5, 8.9, 10, -1, 16, 16, -9, 2
- O=C(CSC(=S)N1CCCCC1)N1N=CCC1c1ccccc1 (configuration not stated)
  -7, 0.7, 1.8, -5, -4, 11, 0, -2, 16
- Cc1ccc(C(=O)O)cc1NC(=O)C1CCCN1S(=O)(=O)c1cccc2nsnc12 (configuration not stated)
  0, 0.5, -0.6, 7, 0, 1, 1, 3, 20
- CC(C)N(C(C)C)S(=O)(=O)c1ccc(NN)nc1
  -5, -0.8, -0.3, 10, -2, -2, -15, -19, -20
- CC(=O)CCC(=O)OCC(=O)Nc1ccc(SC(F)F)cc1
  -9, 0.6, 0.9, -16, -3, 7, -6, 22, 20
- Cn1c(=O)[nH]c(=O)c2c1nc(Br)n2CC(O)COCc1ccccc1 (configuration not stated)
  -8, 2.8, 2.3, 5, 0, 8, 22, -9, 5
- O=C(O)c1cc(NC(=O)c2ccccc2[N+](=O)[O-])ccc1O
  5, 0.9, 2.2, -20, -1, 12, 0, -14, 29
- COCc1cccc(NC(=O)Cc2cccc3ccccc23)c1
  -4, 0.2, 0.4, -2, -7, 3, -2, 0, 13
- COc1ccc(NC(=S)NN2CCN(C)CC2)cc1OC
  -5, 0.9, 0.7, -4, -8, 1, -7, -1, 11
- CC12CC3OC3CC1CCC1C2CCC2(C)C1CCC21OCCO1 (configuration not stated)
  /, /, -0.2, 11, -1, 2, -18, /, -10
- Oc1c(Br)cc(Br)cc1/C=N/Nc1ccc(Cl)nn1
  -8, -0.3, 0.3, -11, -5, -1, 5, -6, -15
- Cc1ccc(NC(=O)c2ccccc2NC(=O)Cc2ccccc2)cc1
  -3, -0.5, 14, 6, -7, 0, 26, -20, 17
- O=C(C1CC(=O)N(c2ccc(F)c(Cl)c2)C1)N1CCOCC1 (configuration not stated)
  /, /, 0.3, -10, -6, 1, 10, /, 0
- CCS(=O)(=O)c1ncc(Cl)c(C(=O)Nc2ccc(C)cc2)n1
  -5, -1.8, -0.7, 8, -3, 3, 10, 26, 3
- O=[N+]([O-])c1ccc(NC(=S)NCCc2ccc(Cl)cc2)cc1
  -31, 7.5, 8.5, 14, 1, 8, 57*, 69*, 12
- Fc1ccc(/C=N/n2c(C3CCCCC3)n[nH]c2=S)cc1
  -14, -0.7, -1.0, -3, -8, -2, -20, -6, -3
- CC(C)(C)SCCNC(=O)CSc1ccccc1
  -3, -1.1, -0.3, -15, -4, 1, 1, -8, 3
- O=C(/C=C/c1ccc(F)cc1)c1ccccc1Br
  -7, -1.3, 2.2, -3, -7, 5, 6, -1, 23
- Cc1cc(NCC2CCCO2)n2c(nc3ccccc32)c1C#N (configuration not stated)
  -15, -0.1, -0.4, -6, -5, 2, 16, -13, 0
- COc1cc(NC(=O)c2c(Cl)cnn2C)c(OC)cc1Cl
  4, -0.2, 0.7, -2, -9, 6, -6, -9, 23
- CCOc1ccccc1NC(=O)C(Sc1nnc2ccccn12)c1ccccc1 (configuration not stated)
  -4, -0.1, 0.6, -12, -10, -1, 0, -15, 22
- N#Cc1sc2nc(C3CC3)cc(-c3ccc(Cl)cc3)c2c1N
  -5, 0.0, -0.9, 2, -1, 1, 35, -28, -6
- CC[n+]1cccc(-c2nc3ccccc3s2)c1
  -6, 0.2, 0.1, -9, -11, 9, -12, 0, 19
- O=C(O)CSc1nnc2c(n1)[nH]c1ccccc12
  2, 1.9, -0.1, -12, -2, 1, -2, 3, 4
- CC(=O)Nc1ccc(NC(=O)Cc2sc(-c3cccnc3)nc2-c2ccc(C)cc2)cc1
  -16, 6.3, 1.3, -5, -2, 18, 25, -12, 4
- NC(=O)CC(NC(=O)Cc1ccc(Br)cc1)c1ccc(N2CCc3ccccc3C2)c([N+](=O)[O-])c1 (configuration not stated)
  -6, -0.7, 0.1, -1, -7, 5, -10, -8, -17
- O=C(NCC1CCCO1)c1ccc2c(c1)N(Cc1ccc(Cl)cc1)CCS2 (configuration not stated)
  /, /, 1.5, -20, -7, 4, 27, /, 18
- Cc1cc(C)n2nc(C(=O)OCCOc3ccc(F)cc3)nc2n1
  -15, 0.4, -0.2, -14, -3, 6, 3, -10, 12
- O=C(CC1C=CCC1)Nc1ccccc1 (configuration not stated)
  /, /, 1.1, -16, -2, 0, 1, /, 13
- CCn1nc2cc(C(=O)NCCc3cccs3)ccc2c1OC
  -3, 1.1, 0.7, -8, -3, 21, 0, -7, 7
- COC(=O)c1ccc(OCC2NCCc3cc(OC)c(OC)cc32)cc1 (configuration not stated)
  -4, 1.7, 1.9, -22, -5, /, /, -14, 12
- COc1cccc(-n2c(Cn3nc(C(F)F)cc3C(F)F)n[nH]c2=S)c1
  -6, 0.9, 0.1, -6, -6, 5, -8, -10, 15
- O=C(Nc1ccccn1)c1ccc(-c2ccccc2)cc1
  -13, 1.8, 3.5, 1, -1, 7, 11, -11, 1
- CCn1cc(C(=O)OCC(=O)c2cc(C)n(-c3cccc(C(F)(F)F)c3)c2C)c(=O)c2ccc(C)nc21
  -3, -0.7, -0.1, -3, -9, -2, -18, -7, -8
- CNC(=O)COc1ccc(S(=O)(=O)Nc2ccccc2)cc1
  -3, -0.1, -0.3, 11, -4, 5, -11, -3, -12
- CCCSc1nc2sc3c(c2c(=O)[nH]1)CC(C)CC3 (configuration not stated)
  -6, 0.4, 0.8, 1, -9, 10, 24, -6, 23
- CC(c1nnc(SCC(=O)c2c(N)n(C)c(=O)n(C)c2=O)n1-c1ccc(Cl)cc1)N(C)C (configuration not stated)
  5, -1.1, 0.7, -18, -3, -2, 12, -11, 12
- COc1cccc(C(=O)NC(=S)Nc2cccnc2)c1
  1, 0.6, 0.5, -13, -5, 3, 2, -8, 1
- Cc1cc(NC(=O)CCC(=O)N(c2ccccc2C)C(C(=O)NC2CCCC2)c2ccccc2)no1 (configuration not stated)
  -5, 2.2, 0.2, -1, 4, 0, -11, -27, -8
- CNS(=O)(=O)c1cccc(C(=O)NNC(=O)c2ccc(COc3ccccc3)cc2)c1
  -4, 0.7, 2.8, 1, -3, -1, 22, -10, 0
- Cc1cccc(N2CCN(C(=O)C3CCN(S(=O)(=O)c4cnc[nH]4)CC3)CC2)c1C
  -5, 0.7, -0.1, -6, -2, 5, -1, -10, 15
- O=C(NC1CC2CCCC(C1)N2S(=O)(=O)c1ccccc1)c1ccco1 (configuration not stated)
  -8, 0.6, 2.5, -9, -7, 2, -14, -20, -7
- Cc1ccccc1N1C(=O)CC1(C#N)c1ccc(OCc2ccccc2)cc1 (configuration not stated)
  -12, 1.2, 2.4, -7, -3, 1, 29, -12, 25
